Assay outcomes deposited in PubChem by National Center for Advancing Translational Sciences (NCATS).
LmPK inh: qHTS Assay for Inhibitors of Leishmania Mexicana Pyruvate Kinase (LmPK). 290,000 tested, 0.37% active. Potency, µM (highest dose often 57.5 µM), inactives show at the highest dose activity change, negative = inhibition, actives largely listed as inhibitors. Q27686. AID 1721, 2009. purified LmPK, Kinase-Glo ATP luminescence, 1 h; further: potency means the concentration at half of the fitted maximal effect; on the % scale 0 is the no-effect control and ±100 the full control effect
Target sequence (Q27686 whole entry, looked up): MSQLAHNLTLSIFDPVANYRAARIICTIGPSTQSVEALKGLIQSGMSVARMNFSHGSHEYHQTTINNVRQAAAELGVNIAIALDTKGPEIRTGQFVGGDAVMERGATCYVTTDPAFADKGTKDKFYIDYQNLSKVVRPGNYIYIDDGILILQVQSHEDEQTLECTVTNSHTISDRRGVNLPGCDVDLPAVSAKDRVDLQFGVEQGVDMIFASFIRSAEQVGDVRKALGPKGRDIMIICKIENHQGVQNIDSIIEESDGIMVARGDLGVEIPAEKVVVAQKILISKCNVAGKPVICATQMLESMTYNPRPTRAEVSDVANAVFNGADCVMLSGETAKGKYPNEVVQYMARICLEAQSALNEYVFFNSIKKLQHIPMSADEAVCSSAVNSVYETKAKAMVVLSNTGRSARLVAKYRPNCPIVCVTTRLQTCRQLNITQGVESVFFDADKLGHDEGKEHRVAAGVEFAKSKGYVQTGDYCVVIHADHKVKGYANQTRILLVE
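Purified LmPK (0.1 nM) with 0.5 mM PEP and 0.1 mM ADP in imidazole buffer pH 7.2 with MgCl2/KCl, 1 h at room temperature. ATP formed was read by luciferase luminescence and normalized to no-enzyme and uninhibited controls.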
Shiga toxin inh: A qHTS for Small Molecule Inhibitors of Shiga Toxin | Vero cells, Shiga toxin protein synthesis inhibition reporter | inhibition, % at 38.7 µM | 290,000 tested, 9.2% active; in the data active means inhibition mostly above about 28%, no sharp cut-off; inactive means mostly below about 43%; further: 0% is about no effect
Pf growth 48h: Primary qHTS for delayed death inhibitors of the malarial parasite plastid, 48 hour incubation; P. falciparum luciferase growth in erythrocytes, 48 h; Potency, µM (highest dose often 28.7 µM), for inactives: top-dose activity change, negative = inhibition, most hits filed as inhibitors; 310,000 tested, 5.9% active; AID 504832, 2011; further: potency means the concentration at half of the fitted maximal effect; on the % scale 0 is the no-effect control and ±100 the full control effect
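Parasite viability was followed by luminescence of a genomically integrated firefly luciferase. Cultures held 0.1% parasitemia at 2% hematocrit (final), incubated under 5% CO2 at 37 C.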
AmpC no deterg: qHTS Inhibitors of AmpC Beta-Lactamase (assay without detergent); P00811; AmpC nitrocefin hydrolysis, absorbance 480 nm, 0.0001% Triton; Potency, µM (top dose mostly 57.1 µM), for the others: at the top dose activity change, negative = inhibition, hits mostly inhibitors; 330,000 tested, 0.52% active;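 further: potency means the concentration at half of the fitted maximal effect; plate controls were no compound for no effect and no enzyme for full effect; nearly all actives have a fitted effect of over 20% in size; some results filed as inactive show a strong effect at the top dose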
Target sequence (P00811 whole entry, looked up): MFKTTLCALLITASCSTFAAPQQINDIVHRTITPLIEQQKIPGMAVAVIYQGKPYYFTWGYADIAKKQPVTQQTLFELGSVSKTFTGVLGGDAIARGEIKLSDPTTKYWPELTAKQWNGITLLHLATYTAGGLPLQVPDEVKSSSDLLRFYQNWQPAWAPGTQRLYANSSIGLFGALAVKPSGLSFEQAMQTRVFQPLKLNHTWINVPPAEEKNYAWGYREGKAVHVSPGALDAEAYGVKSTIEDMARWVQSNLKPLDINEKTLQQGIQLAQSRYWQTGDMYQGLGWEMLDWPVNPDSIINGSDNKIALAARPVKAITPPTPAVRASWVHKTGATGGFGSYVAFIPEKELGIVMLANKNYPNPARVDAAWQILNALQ
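AmpC (5.3 nM in the dispensed reagent) in 20 mM phosphate pH 7.0 with 0.01% (detergent screen) or 0.0001% Triton X-100 was preincubated with compounds for 15 min at room temperature. Nitrocefin was then added from an 800 uM solution, and hydrolysis was followed at 480 nm.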
Tb PYK inh: qHTS of Trypanosoma Brucei Inhibitors | pyruvate kinase (Trypanosoma brucei), Q57TT1 | TbPYK enzyme, Kinase-Glo Plus ATP luminescence, 45 min | Potency, µM (series often up to 76.8 µM), inactives show at the top dose activity, negative = inhibition, actives largely listed as inhibitors | 410,000 tested, 0.12% active | AID 624173, 2012; further: potency means the concentration at half of the fitted maximal effect; on the % scale 0 is the no-effect control and ±100 the full control effect; nearly all actives have a fitted effect of over 50% in size
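T. brucei PYK with substrate was exposed to pin-transferred compounds across a concentration series, then started with 130 uM ADP (final). After 45 min at room temperature, Kinase-Glo Plus luminescence was read, normalized and curve-fitted.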
Cycloheximide cs: Cycloheximide Counterscreen for Small Molecule Inhibitors of Shiga Toxin; 300,000 tested, 12% active; cell reporter, cycloheximide protein synthesis inhibition counterscreen; max response, %; AID 2314, 2010; in the data active means max response mostly above about 13%, no sharp cut-off; inactive means mostly below about 14%; further: read at 38.3 µM for the half of the compounds with a filed dose; 0% is about no effect
Pf growth 96h: Primary qHTS for delayed death inhibitors of the malarial parasite plastid, 96 hour incubation. 320,000 tested, 6.9% active. Potency, µM (doses to about 28.7 µM), for the others: at the top dose activity change, negative = inhibition, usual class: inhibitors. AID 504834, 2011. P. falciparum luciferase reporter growth, 96 h; further: potency means the concentration at half of the fitted maximal effect; on the % scale 0 is the no-effect control and ±100 the full control effect
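Luminescence readout: decreased luciferase signal marks inhibited growth of reporter-expressing P. falciparum in infected red cells (2% hematocrit, 0.05% parasitemia final), exposed to compound two generations (96 h, 37 C, 5% CO2).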
The depositor's hits bear a star; u = inconclusive; x = not tested or not shown; [ ] = another dose, or the depositor's remark. Unless noted, the call rests on the fitted dose curve; in most records, active means well fitted curve in the direction sought with a large enough effect; inconclusive means small, poorly fitted or top-dose-only effect, or another doubt; inactive means no such curve, though single readings can be large; an effect the other way counts as inactive or inconclusive.

The line under a structure holds: LmPK inh, Shiga toxin inh, Pf growth 48h, AmpC no deterg, Tb PYK inh, Cycloheximide cs, Pf growth 96h
> CCOc1cc(S(=O)(=O)NC2CCCCC2)ccc1F
 : 2%, 4, x, -24%, -2%, 8, 45%[activator]
> CCC(C)c1ccccc1NC(=O)C(C)Sc1n[nH]c(N)n1 (centres undefined)
 : x, x, -23%, -19%, -12%, x, -8%
> CC(=O)C1=C(c2ccccc2)NC(=O)NC1c1cccs1 (centres undefined)
 : -9%, 1, 28%, -19%, 11%, 1, u
> CCn1c(SCC(=O)NC2CCS(=O)(=O)C2)nnc1-c1ccccc1 (centres undefined)
 : 6%, -6, 0%, -16%, 3%, 1, 2%
> Cc1cc(NC(=O)CSCC(=O)OCC(=O)Nc2ccc(OC(F)F)cc2)no1
 : x, x, 13%, -12%, -2%, x, -2%
> O=C(/C=C/c1ccccc1)c1ccc2c(c1)OCO2
 : u, 59*, 58%[activator], -45%, 2%, 37*, 20%
> CSc1ncccc1C(=O)N1CCCC(C(=O)c2ccc3ccccc3c2)C1 (centres undefined)
 : 4%, 23, -4%, 106%[activator], -2%, 1, u
> Cn1c(N)c(C(=O)COC(=O)c2ccc(Br)o2)c(=O)n(C)c1=O
 : 0%, -11, 27%, -17%, -6%, -3, 0%
> COc1cccc(N2CCN(c3cnc4ccccc4n3)CC2)c1
 : 4%, 94*, 185%[activator], 25%, -2%, 36*, 190%[activator]
> CN1CCC(=NOc2ccc([N+](=O)[O-])cc2)CC1
 : -5%, 95*, 62%[activator], -11%, -3%, 34*, 68%[activator]
> Cc1cccc(NC(=S)NC2CCCCC2)n1
 : -3%, 5, 5.2µM*, -34%, -5%, -1, -17%
> CCOCCCn1c(SCC(=O)Nc2ccccc2OC)nc2ccccc2c1=O
 : 0%, -10, -28%, 90%[activator], -3%, -1, u
> Cc1ccccc1NC(=O)C1CCCN1S(=O)(=O)c1cccc2cccnc12 (centres undefined)
 : -2%, -13, x, -8%, -4%, -4, 0%
> CC(C)OCCCNC(=O)[C@H]1N2C(=O)c3ccccc3C2SC1(C)C (some centres undefined)
 : -4%, -7, x, 4%, -6%, 1, 11%
> Cc1ccccc1OC(C)C(=O)Nc1ccc(S(=O)(=O)Nc2nccs2)cc1 (centres undefined)
 : -2%, 14, -1%, -27%, 3%, -5, -12%
> CN(CC(=O)Nc1ccc(Cl)c(C(F)(F)F)c1)C(=O)CCc1nc2ccccc2c(=O)[nH]1
 : x, x, u, -11%, -3%, x, u
> COCc1nnc(NS(=O)(=O)c2ccc(NC(C)=O)cc2)s1
 : 3%, -12, 9%, -14%, 2%, -1, u
> O=C1NC(c2cccnc2)Nc2sc3c(c21)CCCC3 (centres undefined)
 : 0%, 61*, 105%[activator], -22%, -18%, 33*, 76%[activator]
> COc1ccc(N2CCN(C(=O)COC(=O)COc3ccc(C#N)cc3)CC2)cc1
 : x, x, 0%, -20%, -12%, x, 18%
> CCCn1nc(C(=O)Nc2ccc3nc(C)sc3c2)c2ccccc2c1=O
 : 3%, -1, 1%, 170%[activator], -6%, 3, -16%
> CCOC(=O)C(=CNc1ccc2c(c1)CCN2C(C)=O)C(=O)OCC
 : 1%, -2, u, 32%, 4%, -1, u
> Cc1cc(C(=O)NC2CCCc3c2cnn3-c2ccc(C(C)(C)C)cc2)n[nH]1 (centres undefined)
 : -3%, 8, -18%, 74%[activator], 0%, 17, 1%
> Cc1c(CNCC(C)c2ccccc2)c(C(=O)O)c(C)n1Cc1ccccc1 (centres undefined)
 : 5%, 22, -3%, -4%, 0%, -2, -22%
> CCOC(=O)Cn1c(S(=O)(=O)Cc2cccc(F)c2)nc(-c2ccccc2)c1-c1ccccc1
 : 2%, 9, 8.3µM*, -16%, 4%, 7, 5.9µM*
> CCOc1ccc2c(c1)C(c1ccc(C)o1)=NNC(c1ccncc1)=N2
 : -6%, -11, 1.5µM*, 101%[activator], 2%, 9, 3%
> CCOc1ccc(OCCC(=O)NNC(=O)c2cc(OC)c(OC)c(OC)c2)cc1
 : x, x, -6%, 18%, -13%, x, 22%
> CCCNC(=O)c1oc2ccc3c(c2c1C)C(=O)CC(C)(C)O3
 : 4%, 50*, 94%[activator], 14%, 3%, 44*, x
> COc1ccc(CN2CN(S(=O)(=O)c3ccccc3)c3nc4ccccc4nc32)cc1
 : 0%, 112*, u, -19%, -1%, 33*, u
> CCc1nc(C)cn1S(=O)(=O)c1ccc(Cl)c(Cl)c1Cl
 : 0%, -10, -20%, 2%, 3%, 1, 18%
> O=C(c1cnn2c(C(F)(F)F)cc(-c3ccccc3)nc12)N1CCOCC1
 : -1%, -2, 10%, -11%, -1%, -2, -14%
> Cc1ccc(-c2ccc(/C=N/N3C(=O)C4C5C=CC(CC5)C4C3=O)o2)c([N+](=O)[O-])c1 (centres undefined)
 : -5%, 12, -2%, -3%, 5%, 17, x
> O=C(O)C1CCN(C(=O)OCc2ccccc2)CC1
 : -7%, 81*, 139%[activator], -9%, 2%, 40*, 173%[activator]
> CC1(C)OC2C(O1)[C@@H](CO)O[C@H]2n1cnc2c(N)ncnc21 (some centres undefined)
 : 8%, -7, 5%, -14%, -2%, -1, 27%
> Nc1nnc(SCc2ccccc2)n1-c1ccccc1
 : 4%, -4, -28%, -4%, -9%, -2, -16%
> Cc1cccc(-n2c(O)c(C=NCCCN3CCOCC3)c3ccccc3c2=O)c1
 : 4%, 15, 7.4µM*, u, 1%, 7, u
> CCN(C(=O)COC(=O)c1c(-c2ccccc2)noc1C)c1c(N)n(Cc2ccccc2)c(=O)[nH]c1=O
 : -6%, -31, u, 65%[activator], 8%, 1, u
> CN(CC(=O)Nc1ccc(F)cc1)CC(=O)N1CCCCCC1
 : x, x, -15%, 9%, 0%, x, u
> COc1ccccc1NC(=O)c1ccc(CSc2ncccn2)cc1
 : -9%, 55*, 9%, -14%, x, 14*, u
> O=C(CN1CCN(C(=O)c2ccco2)CC1)Nc1cc(C(F)(F)F)ccc1Cl
 : 3%, -2, 1.7µM*, 31%[activator], -6%, 6, x
> COc1ccc2cc3c(N)c(C(=O)N4CCCC4)sc3nc2c1
 : 1%, 101*, -22%, -42%, -7%, 69*, -14%
> COc1cccc(-c2nc(NC3CCCC3)c3ccccc3n2)c1O
 : 0%, 7, x, -25%, -3%, -1, 9.3µM*
> Cc1ccc(-c2nc(NCCCO)c3ccccc3n2)cc1
 : -2%, 21, -3%, -1%, -2%, 10, 33%[activator]
> COc1ccc([N+](=O)[O-])cc1NC(=O)C1(c2ccc(OC)c(OC)c2)CCOCC1
 : -6%, -13, u, 47%, -8%, -6, 21%
> COc1ccc(CCNC(=O)c2cc(-c3cc(C)c(C)cc3O)n[nH]2)cc1OC
 : 7%, -6, u, -21%, 4%, 1, -7%
> OCCN=C1CCCc2c1[nH]c1ccc(Br)cc21
 : 6%, 12, 64%[activator], -12%, -4%, 6, 23%
> CCCOc1ccc(Oc2ccc(S(=O)(=O)N3CCN(C)CC3)cn2)cc1
 : x, x, 2%, 38%, 4%, x, 5%
> COc1ccc(Cl)cc1-n1c(=S)sc2c(=O)[nH]c(SCC(=O)NCCC(C)C)nc21
 : 0%, 5, -7%, -34%, 8%, -1, 0%
> Oc1ccc(-c2nnc(-c3ccccc3)c(-c3ccccc3)n2)cc1
 : 4%, 2, -1%, u, x, -2, u
> COc1ccc(CN(CCN(C)C)c2ncccn2)cc1
 : x, x, -12%, x, 4%, x, u
> O=C(c1ccccc1)N1N=C(C(F)(F)F)CC1(O)c1ccccc1O (centres undefined)
 : 1%, 14, 31%[activator], -32%, -13%, 12, u

(next part)
The line under a structure holds: LmPK inh, Shiga toxin inh, Pf growth 48h, AmpC no deterg, Tb PYK inh, Cycloheximide cs, Pf growth 96h
> Cc1cc(=O)oc2cc3c(cc12)OCO3
 : -5%, -7, 38%[activator], -11%, 0%, 0, 38%[activator]
> CCCCCCOC(=O)Nc1ccc(S(=O)(=O)Nc2cccc([N+](=O)[O-])c2)cc1
 : 0%, -10, -1%, -30%, -8%, 7, -15%
> CS(=O)(=O)c1nc(-c2cccs2)cc(C(F)(F)F)n1
 : -6%, -23, -10%, -14%, x, -7, 13µM*
> CC(C)(C)C(=O)N1CCN(S(=O)(=O)c2ccc3c(c2)OCCCO3)CC1
 : x, x, 23%, 3%, 2%, x, 9%
> CC1CCN(S(=O)(=O)c2cn(CC(=O)N3CCN(C)CC3)c(=O)c3ccccc23)CC1
 : 1%, -20, -7%, 149%[activator], -11%, 6, x
> CCCCOC(=O)CCc1nc2ccccc2[nH]1
 : -2%, 10, x, -13%, 3%, 2, 8%
> COC(=O)N1C(=O)[C@@](c2ccccc2)(C2CCCCC2)N1C(=O)OC
 : -8%, 13, 39%[activator], 66%[activator], 1%, 11*, 46%[activator]
> C/C(=N/N=C(\C)c1ccccc1O)c1ccccc1O
 : -1%, 38*, 159%[activator], -5%, -8%, 24*, 19%
> CCCNC(=O)COc1coc(CN2CCN(c3ccccc3F)CC2)cc1=O
 : -2%, -1, 2%, 4%, 9%, 12, -9%
> c1ccc(CNc2ccc3ccccc3n2)nc1
 : 18µM*, 58, 208%[activator], -16%, -7%, 30*, x

Shown as labelled records: three of the compounds above
Cc1cc(=O)oc2cc3c(cc12)OCO3
  LmPK inh: -5%	Shiga toxin inh: -7	Pf growth 48h: 38%[activator]	AmpC no deterg: -11%	Tb PYK inh: 0%	Cycloheximide cs: 0	Pf growth 96h: 38%[activator]
CCCCCCOC(=O)Nc1ccc(S(=O)(=O)Nc2cccc([N+](=O)[O-])c2)cc1
  LmPK inh: 0%	Shiga toxin inh: -10	Pf growth 48h: -1%	AmpC no deterg: -30%	Tb PYK inh: -8%	Cycloheximide cs: 7	Pf growth 96h: -15%
CS(=O)(=O)c1nc(-c2cccs2)cc(C(F)(F)F)n1
  LmPK inh: -6%	Shiga toxin inh: -23	Pf growth 48h: -10%	AmpC no deterg: -14%	Tb PYK inh: x	Cycloheximide cs: -7	Pf growth 96h: 13µM*

Carrying on:
The line under a structure holds: LmPK inh, Shiga toxin inh, Pf growth 48h, AmpC no deterg, Tb PYK inh, Cycloheximide cs, Pf growth 96h
> Cn1ccnc1/C(=N\NC(=O)c1ccc(O)cc1)c1cccc([N+](=O)[O-])c1
 : -1%, 23, -8%, -2%, 7%, -1, -16%
> CCOc1ccc(-c2cnc(NCc3cccc4ccccc34)n2CCOC)cc1
 : 0%, -9, u, -1%, 9%, -3, -105%
> CC(=O)c1cccc(NC(=O)c2nc(-c3ccccc3)oc2C)c1
 : 7%, 7, 10%, 3%, 3%, -4, -17%
> CCOC(=O)c1cc(C(=O)Nc2ccc(C)c(F)c2)nn1C
 : -8%, 62*, 110%[activator], -15%, 2%, 44*, 248%[activator]
> COc1ccc(/C=N/Nc2nc(N3CCCC3)nc(N3CCCC3)n2)cc1O
 : -1%, -17, 0%, -17%, 5%, 1, -5%
> Cc1cc(Cl)ccc1NC(=S)NCc1cccs1
 : 2%, -1, -17%, -18%, -7%, 7, u
